Compound activity from PubChem BioAssay.
ERAP1 inh = human ERAP1 aminopeptidase inhibitors, primary screen, biochemical, single point, plate reader | Endoplasmic reticulum aminopeptidase 1 (Homo sapiens), Q9NZ08 | 340,000 compounds, 0.15% hits | AID 652197, 2013 | recombinant ERAP1, Leu-AMC fluorescence, 60 min | inhibition, % at 10.7 µM;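 active = mean replicate inhibition of at least 30%, or all replicates individually reaching that 30% level; inactive = mean below 30% and not every replicate reaching it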;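 also: 0% = neutral control wells and 100% = L-leucinethiol positive control wells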
esBAF inh = Bmi1 luciferase reporter increase in mESCs, primary screen, esBAF inhibitor project, mouse ES cells, Bmi1 luciferase knock-in, single point; 24 h; 100% = twice the neutral-well signal; reporter increase, % at 12.5 µM; 350,000 compounds, 2% hits; AID 602393, 2012; in the data active = activation above about 40%;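 also: 0% = median of the plate's neutral control wells and 100% = double that signal; a rise in the Bmi1 reporter signal indicates esBAF inhibition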
E-selectin induc = E-selectin induction in HUVECs, primary screen, imaging, HUVEC, immunofluorescence imaging, single point. P16581. normalized: neutral wells 0, TNF-alpha wells 100. activation, % at 7.58 µM. 260,000 compounds, 0.37% hits. AID 686992, 2013;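 active = mean E-selectin-positive cell signal at least 10% of the positive control, reached in at least 60% of replicates, without over 20% cell loss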;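 also: in these data hits start at about 27%; measured in HUVEC primary endothelial cells; signal is the percent of cells scored E-selectin positive by PE staining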
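material = human umbilical vein endothelial cells (HUVEC), E-selectin induction | quantity = 3,000 cells/well | medium = EGM-2 growth medium on 0.1% gelatin-coated wells | technique = immunofluorescence imaging | read-out basis = % PE-positive cells | control set = TNF-alpha positive control, DMSO neutral control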
RAD52 anneal inh = RAD52 DNA annealing inhibitors, primary screen, biochemical, FRET, single point, set 2 | recombinant RAD52 DNA annealing, FRET fluorescence | inhibition, % at 18.7 µM | 360,000 compounds, 0.46% hits | DNA repair protein RAD52 homolog (Homo sapiens), P43351;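 active = every replicate showing at least 50% inhibition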
Target sequence (P43351 whole entry, looked up): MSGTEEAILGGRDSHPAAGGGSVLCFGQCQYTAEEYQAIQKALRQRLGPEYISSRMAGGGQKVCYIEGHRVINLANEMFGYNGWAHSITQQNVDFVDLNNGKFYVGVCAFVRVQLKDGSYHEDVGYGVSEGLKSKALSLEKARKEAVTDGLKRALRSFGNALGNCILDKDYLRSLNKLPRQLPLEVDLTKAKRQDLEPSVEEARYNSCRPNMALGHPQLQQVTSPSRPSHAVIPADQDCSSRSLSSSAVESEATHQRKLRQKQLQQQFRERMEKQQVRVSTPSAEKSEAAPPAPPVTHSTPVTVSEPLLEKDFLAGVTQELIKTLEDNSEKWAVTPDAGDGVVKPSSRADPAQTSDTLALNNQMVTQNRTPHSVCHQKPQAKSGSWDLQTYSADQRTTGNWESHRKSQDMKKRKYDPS
RAD54 branch = inhibitors of human RAD54 branch migration, primary screen, biochemical, fluorescence, single point; RAD54 Holliday junction branch migration, FAM/BHQ fluorescence; 360,000 compounds, 0.14% hits; inhibition, % at 10.4 µM;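 active = mean normalized replicate activity at least 40 and at least half of replicates scoring 40 or more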;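 also: 0% = median of neutral control wells and 100% = median of positive control wells; inhibitors cause a drop in the FAM fluorescence signal; in these data hits start at about 50%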
S100A4 inh HTS = inhibitors of S100A4-myosin IIA peptide binding, primary screen, biochemical, fluorescence polarization, TAMRA-MyoIIA peptide | Protein S100-A4 (Homo sapiens), P26447 | inhibition, % at 10.7 µM | 360,000 compounds, 0.14% hits;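 active = mean inhibition of at least 70% across replicates, with every replicate also reaching that level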
Target sequence (P26447 whole entry, looked up): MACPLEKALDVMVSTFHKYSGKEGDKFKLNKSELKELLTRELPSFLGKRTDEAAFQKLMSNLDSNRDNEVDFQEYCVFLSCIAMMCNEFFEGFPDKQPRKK
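Material: S100A4 monomer protein | Medium: HEPES pH 7.2 with CaCl2, KCl, NaCl, DTT, Triton | Reagent: Labelled myosin peptide probe, 5 nM | Doses: One dose per compound | Times: 5 min incubation before reading | Benchmarks: Neutral control DMSO, positive control TFP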
ERp5 block = inhibitors of ERp5-driven insulin aggregation, primary screen, biochemical, turbidity, absorbance 650 nm, single point | Protein disulfide-isomerase A6 (Homo sapiens), Q15084 | 90 min | inhibition, % at 9.99 µM | 350,000 compounds, 0.05% hits | AID 651711, 2012;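 active = mean replicate inhibition above about 25%, with every replicate also reaching it, limit read from the data, passing the limit was not always enough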
Target sequence (Q15084 whole entry, looked up): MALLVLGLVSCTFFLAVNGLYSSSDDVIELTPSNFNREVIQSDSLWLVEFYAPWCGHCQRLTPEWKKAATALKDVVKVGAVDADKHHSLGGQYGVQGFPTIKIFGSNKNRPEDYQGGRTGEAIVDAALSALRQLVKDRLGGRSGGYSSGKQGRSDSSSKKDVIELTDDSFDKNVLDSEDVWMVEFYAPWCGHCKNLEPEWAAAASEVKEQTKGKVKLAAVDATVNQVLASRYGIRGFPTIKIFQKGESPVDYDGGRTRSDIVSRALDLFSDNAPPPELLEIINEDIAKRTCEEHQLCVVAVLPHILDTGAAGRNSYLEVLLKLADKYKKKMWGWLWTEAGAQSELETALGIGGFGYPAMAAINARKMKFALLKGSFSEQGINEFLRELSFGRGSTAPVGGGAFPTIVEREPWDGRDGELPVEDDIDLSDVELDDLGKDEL
Xi reactivation = activators of inactive X chromosome reactivation, primary screen, imaging, XiGFP fibroblasts, GFP high-content imaging, set 2; XiGFP mouse fibroblasts, % GFP-positive cells imaging, 3 d; cells co-treated with 5-aza-dC sensitizer; scaled so ellipticine positive control = 100%; activation, % at 7.58 µM; 360,000 compounds, 0.055% hits;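 active = mean normalized replicate activation at least 10% and every replicate at or above 10%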;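 also: 0% = median of on-plate neutral control wells and 100% = ellipticine 6 µM median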
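Schedule: 3 d treatment, 15 min room-temperature fixation; system: 68-5-11 XiGFP fibroblast line; buffer or medium: DMEM plus 5-aza-dC sensitizer; control set: ellipticine 6 µM positive control; compound: one concentration, pinned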
Numbers without * were called inactive; nt = not tested or not shown; & = joins results of further samples.

Start of the listing, in advance, 2 compounds:
SMILES	ERAP1 inh	esBAF inh	E-selectin induc	RAD52 anneal inh	RAD54 branch	S100A4 inh HTS	ERp5 block	Xi reactivation
C[C@H](CO)N1C[C@H](C)[C@H](CN(C)CC2CCCCC2)OCc2cn(nn2)CCCC1=O	1	-1	0.5	-3	-7	-1	0	1.9
COc1cc(C(O)c2nc(-c3ccccc3C)cs2)ccc1F (configuration not stated)	-1	0	-0.2	-8	5	-2	5	0.4

Main list, repeating the preview:
SMILES	ERAP1 inh	esBAF inh	E-selectin induc	RAD52 anneal inh	RAD54 branch	S100A4 inh HTS	ERp5 block	Xi reactivation
C[C@H](CO)N1C[C@H](C)[C@H](CN(C)CC2CCCCC2)OCc2cn(nn2)CCCC1=O	1	-1	0.5	-3	-7	-1	0	1.9
COc1cc(C(O)c2nc(-c3ccccc3C)cs2)ccc1F (configuration not stated)	-1	0	-0.2	-8	5	-2	5	0.4
CC(=O)Nc1ccc(S(=O)(=O)N(C)CC(=O)Nc2ccc(Br)cc2F)cc1	4	4	nt	-14	nt	-3	4	0.1
COc1ccc(NC(=O)c2cn(CCC#N)nc2-c2cccs2)cc1	-3	nt	nt	0	nt	-6	1	0.0
CC(OC(=O)/C=C/c1ccccc1)C(=O)Nc1ccc2c(c1)OCCO2 (configuration not stated)	-1	-6	4.0	-9	7	-4	-4	0.2
CCN(CC)S(=O)(=O)c1ccc(OC)c(NC(=O)/C=C/c2ccco2)c1	-4	nt	nt	-35	-12	-4	-1	-0.2
Cc1noc(C)c1S(=O)(=O)N(C)C[C@@H]1OCCCC[C@H](C)Oc2ccc(NC(=O)C3CCCCC3)cc2C(=O)N([C@@H](C)CO)C[C@H]1C	-1	6	-0.2	-15	-6	-7	-16	-0.9
O=C(C1CC1)N1C[C@H]2[C@@H](c3ccccc31)[C@@H](CO)N2C(=O)c1ccccc1F	-2	-5	0.2	-11	1	10	-5	0.0
COc1cc(C#N)ccc1OCC(=O)Nc1cccc(S(=O)(=O)N(C)c2ccccc2)c1	1	2	0.2	-11	8	-17	-2	-0.1
CC(=O)O[C@H]1C=C[C@@H](NC(=O)OC(C)(C)C)C1	13	nt	0.1	-17	nt	-2	8	0.0
CCC(CC)NC(=O)CCCSc1nc2ccccc2[nH]1	-1	-5	nt	-16	nt	5	-3	0.1
CC(NC(=O)COC(=O)c1ccc2c(c1)S(=O)(=O)N=C1CCCCCN12)C12CC3CC(CC(C3)C1)C2 (configuration not stated)	-7	nt	nt	-2	2	9	10	2.1
Cc1nn(C)c(Oc2cccc(C(F)(F)F)c2)c1C#N	-1	-6	nt	-15	8	-1	2	0.0
O=C(C[C@@H]1C=C[C@H](NC(=O)CC2CC2)[C@H](CO)O1)NCc1ccccc1	-1	nt	-0.2	-5	nt	-9	4	-0.5
CCN(CC)S(=O)(=O)c1ccc(OC)c(NC(=O)c2ccc(-n3cncn3)c([N+](=O)[O-])c2)c1	3	nt	3.4	-5	3	-2	2	0.0
CN(CC(=O)Nc1cc(Cl)ccc1-n1cncn1)Cc1ccccc1N1CCOCC1	-7	2	nt	-2	1	-3	3	0.0
CCC1(CC)C(=O)NC(=O)NC1=Nc1ccccc1	5	-7	nt	-12	-4	9	0	-0.1
Clc1ccc(CN2C3=NCCCN3c3ccccc32)cc1Cl	8	-10	nt	-4	-4	-8	4	0.4
O=C(O)c1ccccc1/C=N/Nc1nc(N2CCCCC2)nc(N2CCCCC2)n1	16	nt	nt	-11	nt	-6	-10	0.0
C=CCC[C@@H](Cc1ccc(F)cc1)C(=O)OC[C@@H]1CCCN1C(=O)[C@@H](CC=C)CC(=O)N[C@@H](CO)Cc1ccccc1	nt	5	0.0	-19	-4	-3	-2	0.0

Eight entries from above, in CSV form.
molecule,ERAP1 inh,esBAF inh,E-selectin induc,RAD52 anneal inh,RAD54 branch,S100A4 inh HTS,ERp5 block,Xi reactivation
O=C(C1CC1)N1C[C@H]2[C@@H](c3ccccc31)[C@@H](CO)N2C(=O)c1ccccc1F,-2,-5,0.2,-11,1,10,-5,0.0
COc1cc(C#N)ccc1OCC(=O)Nc1cccc(S(=O)(=O)N(C)c2ccccc2)c1,1,2,0.2,-11,8,-17,-2,-0.1
CC(=O)O[C@H]1C=C[C@@H](NC(=O)OC(C)(C)C)C1,13,nt,0.1,-17,nt,-2,8,0.0
CCC(CC)NC(=O)CCCSc1nc2ccccc2[nH]1,-1,-5,nt,-16,nt,5,-3,0.1
CC(NC(=O)COC(=O)c1ccc2c(c1)S(=O)(=O)N=C1CCCCCN12)C12CC3CC(CC(C3)C1)C2 (configuration not stated),-7,nt,nt,-2,2,9,10,2.1
Cc1nn(C)c(Oc2cccc(C(F)(F)F)c2)c1C#N,-1,-6,nt,-15,8,-1,2,0.0
O=C(C[C@@H]1C=C[C@H](NC(=O)CC2CC2)[C@H](CO)O1)NCc1ccccc1,-1,nt,-0.2,-5,nt,-9,4,-0.5
CCN(CC)S(=O)(=O)c1ccc(OC)c(NC(=O)c2ccc(-n3cncn3)c([N+](=O)[O-])c2)c1,3,nt,3.4,-5,3,-2,2,0.0

(next part)
SMILES	ERAP1 inh	esBAF inh	E-selectin induc	RAD52 anneal inh	RAD54 branch	S100A4 inh HTS	ERp5 block	Xi reactivation
C[C@H]1CN([C@@H](C)CO)C(=O)c2c(c3ccccc3n2C)-c2ccccc2CO[C@H]1CN(C)S(=O)(=O)c1ccc(Cl)cc1	1	4	0.0	21	-5	26	-3	0.0
C[C@@H](NC(=O)C[C@H]1C[C@@H]2c3cc(NC(=O)c4cccnc4)ccc3O[C@@H]2[C@H](CO)O1)c1ccccc1	4	1	-0.5	11	15	10	2	-0.1
CN(CCc1ccccc1)C(=O)c1ccc(NC(=O)Cc2cccc(NC(=O)C3CCN(C(=O)C4CC4)CC3)c2)cc1	0	2	nt	-1	10	-5	-5	0.0
CN(CCc1ccccn1)C(=O)CCC1CCCN(C(=O)c2cccc(N(C)C)c2)C1 (configuration not stated)	1	5	nt	-9	-6	-9	-2	0.0
CCCNC(=O)N(C)C[C@@H]1Oc2cc(C#CCN(C)C)ccc2S(=O)(=O)N([C@H](C)CO)C[C@@H]1C	-3	3	0.7	-11	3	1	-4	-0.9
CN(CCc1ccccc1)C(=O)c1cccc(NC(=O)Cc2cccc(NC(=O)C3CCCN(C(=O)CCc4ccccc4)C3)c2)c1 (configuration not stated)	2	14	-0.2	-3	-9	51	5	0.2
Cc1ccc(C)c(NC(=O)CN(C)C(=O)c2ccccn2)c1	-4	5	nt	-10	7	1	-2	0.1
O=C(Nc1c2c(nn1-c1ccc(F)cc1)CS(=O)C2)c1ccco1 (configuration not stated)	1	-1	0.8	-2	-13	-2	-1	0.5
N#Cc1c2ccccc2nc2ccccc12	-1	2	0.7	-15	5	0	1	0.2
O=C(C[C@@H]1CC[C@H](NC(=O)CCN2CCCCC2)[C@@H](CO)O1)Nc1ccccc1	1	nt	-0.2	-3	nt	7	-5	-0.1
CC(CC(=O)O)CC(=O)Nc1cc(C(F)(F)F)cc(C(F)(F)F)c1 (configuration not stated)	6	nt	-1.1	1	nt	-2	-1	-0.1
Cc1nc(-c2ccccc2)cn2c1nc1ccccc12	-38	nt	nt	-32	nt	4	2	0.1
COc1ccc(CNC(=O)c2sc(=O)n(Cc3cc(Cl)ccc3OC)c2C)cc1	nt	9	nt	-25	2	-10	-1	0.0
COCC(=O)Nc1ccc2c(c1)OC[C@@H](C)N(C(=O)c1cccnc1)C[C@H](C)[C@H](OC)CN(C)C2=O	0	0	0.0	-10	-3	0	1	0.0
O=C1/C(=N\S(=O)(=O)c2cccs2)C([n+]2ccc(CCCc3ccccc3)cc2)=C([O-])c2ccccc21	3	nt	nt	-13	4	4	1	0.0
Cc1cc(C)n2cc(CSc3nncn3C)nc2n1	0	nt	nt	3	nt	0	5	0.0
COc1ccc(/C=N/Nc2cc(OC)ncn2)cc1	0	nt	-1.2	-15	nt	1	4	0.0
CNC(=S)N1C2CCCC1CC(NC(=O)c1ccc(F)cc1)C2 (configuration not stated)	3	3	2.5	-10	0	1	-3	0.0
CC(C)CC(NC(=O)OCc1ccccc1)C(=O)NC(Cc1ccccc1)C(=O)CCl (configuration not stated)	1	nt	-0.4	-12	nt	40	-6	0.0
COc1ccc(NC(=O)N(C)C[C@H]2Oc3ccc(NC(=O)Nc4c(C)noc4C)cc3C(=O)N([C@H](C)CO)C[C@@H]2C)cc1	1&-2	-4	-0.8&2.0	4&-18	-4	-7&0	-3&-5	0.1&0.0
COc1ccc(CCN2CC(C(=O)N(C)Cc3ccc4nsnc4c3)CCC2=O)cc1 (configuration not stated)	2	7	nt	-11	2	-2	3	0.4
O=C(Cc1ccc(NC(=O)C2CCCN(C(=O)C3CCCCC3)C2)cc1)Nc1cccc(C(=O)N2CCCCC2)c1 (configuration not stated)	2	4	0.0	-33	-2	4	2	0.7
CCS(=O)(=O)Nc1ccc2c(c1)C(=O)N(C)[C@H]1CC[C@@H](CC(=O)NC)O[C@@H]1CO2	0	1	-0.2	-8	-1	-2	2	0.0
COc1ccccc1N1CCN(C2CCCN(C(=O)c3ccnc4ccc(C)cc34)C2)CC1 (configuration not stated)	2	1	-0.3	-14	-2	-1	5	0.0
Nc1sc(-c2ccccc2)cc1C(=O)N1CCNCC1	-2	nt	-0.1	-8	nt	-4	-10	0.2
CC(C)n1c(=O)c2ccccc2n1Cc1cn(C2CCCC2)nn1	nt	1	2.7	-8	9	0	-1	-0.1
CCc1c(O)nc(SCc2ccccc2)n(C(C)CC)c1=O (configuration not stated)	4	0	nt	-15	1	-4	-1	nt
O=S(=O)(CS(=O)(=O)c1ccccc1)c1ccccc1	-1	-5	-0.4	-11	-6	-2	3	-0.1
O=[N+]([O-])c1cccc(C=NNc2ccc3ccccc3n2)c1O	-3	nt	2.6	-14	nt	10	-9	0.9
Cc1ccc(C(=O)OCC(=O)Nc2cc(S(C)(=O)=O)ccc2Cl)cc1S(=O)(=O)N1CCCCC1	3	nt	-0.2	-8	6	4	-2	0.0
C[C@H](CO)N1C[C@H](C)[C@H](CN(C)CC2CC2)Oc2ccc(NC(=O)C3CCCCC3)cc2C1=O	3	0	-0.4	-2	9	16	1	-0.3
C[C@@H]1CCCCO[C@H](CN(C)C(=O)c2ccccc2)[C@@H](C)CN([C@@H](C)CO)C(=O)c2cc(NC(=O)Nc3ccc(C(F)(F)F)cc3)ccc2O1	1	1	0.1	-21	-2	-6	0	0.0
O=C1CCCCCN1CP(=O)(O)CN1CCCCCC1=O	nt	-2	nt	5	-5	6	2	0.0
CN1C(=O)c2cc(NS(=O)(=O)c3ccc(Cl)cc3)ccc2OC[C@@H]2O[C@@H](CC(=O)N3CCc4ccccc4C3)CC[C@H]21	0	5	0.0	-5	10	7	-3	0.2
O=C(c1ccc(C(F)(F)F)cc1)N1CCC(=O)N([C@H](COCc2ccc(Cl)cc2)Cc2ccccc2)CC1	-3	nt	-0.1	15	nt	-1	0	-0.1
O=C(Cc1cccc(NC(=O)C2CCCN(C(=O)C3CCCC3)C2)c1)Nc1ccc(C(=O)N2CCOCC2)cc1 (configuration not stated)	1	11	-0.2	-7	1	5	-4	-0.1
